rad50 = NCI yeast anticancer drug screen, S. cerevisiae rad50 strain. growth inhibition, % at 50 µM. actives 10% (n = 79,000). AID 155;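 note: 0% = growth of vehicle-only cultures of the same strain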
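Yeast carrying a defined DNA repair defect were exposed to test compounds, and growth was compared with vehicle-treated controls to give percent inhibition.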
cln2 rad14 = NCI yeast anticancer drug screen, S. cerevisiae cln2 rad14 strain. growth inhibition, % at 50 µM. actives 8.3% (n = 78,000). AID 165;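 note: 0% = growth of vehicle-only cultures of the same strain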
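Strain: cln2 rad14 yeast, altered in cell cycle control and DNA damage repair. Read-out: growth inhibition vs vehicle.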
sgs1 mgt1 = NCI yeast anticancer drug screen, S. cerevisiae sgs1 mgt1 strain | actives 10% (n = 78,000) | growth inhibition, % at 50 µM;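 note: 0% = growth of vehicle-only cultures of the same strain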
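Inhibition of yeast growth, normalised to vehicle-treated controls, is reported for a strain bearing genetic alterations in DNA damage repair.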
bub3 = NCI yeast anticancer drug screen, S. cerevisiae bub3 mutant strain. actives 9.9% (n = 78,000). AID 167. % growth inhibition at 50 µM;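 note: 0% = growth of vehicle-only cultures of the same strain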
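In this screen, a yeast mutant lacking normal mitotic checkpoint function is challenged with compound. Relative growth versus vehicle gives the inhibition value.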
yeast mlh1 rad18 = NCI yeast anticancer drug screen, S. cerevisiae mlh1 rad18 strain; growth inhibition, % at 50 µM; actives 11% (n = 79,000);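 note: 0% = growth of vehicle-only cultures of the same strain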
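Steps: expose repair-defective yeast to compound; measure growth; express inhibition against vehicle-treated controls.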
mec2-1 = NCI yeast anticancer drug screen, S. cerevisiae mec2-1 strain; growth inhibition, % at 50 µM; actives 9% (n = 79,000);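 note: 0% = growth of vehicle-only cultures of the same strain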
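Vehicle-treated cultures served as reference for growth inhibition of compound-exposed mec2-1 yeast.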
* hit, by the source's call; / = no result given; & = joins results of further samples. Cut-off read from the data, not from the text of the source: active = growth inhibition above about 70%; inactive = the rest.

SMILES	rad50	cln2 rad14	sgs1 mgt1	bub3	yeast mlh1 rad18	mec2-1
CC1(C)C(=O)c2cc3ccc4ccccc4c3cc2C(C)(C)C1(C)C	-1	44	1	3	-7	-4
CC(=O)OCC(=O)C1(O)CCC2C3CCC4CC(=O)CCC4(C)C3C(=O)CC21C (stereo not given)	-4	20	-12	4	9	-6
Brc1cccc2ccccc12	24	-38	1	-12	7	-14
COc1ccc(OC(=O)Nc2ccc(Cl)cc2[N+](=O)[O-])cc1	3	5	17	37	22	50
Cc1cc(N(CCC#N)CCC#N)ccc1/C=N/NC(=O)c1ccccc1	6	6	-10	6	-47	-2
Cc1ccc(S(=O)(=O)N2c3ccccc3[C@H]3CCC=C[C@H]32)cc1	-13	-21	-19	31	-15	18
CC(=O)CC(=O)Nc1ccc(Cc2ccc(Br)cc2)cc1	24	18	10	4	19	-6
O=C1CN(/N=C/c2ccc(-c3ccc(Cl)c(Cl)c3)o2)C(=O)N1	29	3	29	10	6	14
COC(=O)C1CC(C)C1(OC)OC (stereo not given)	17	-5	15	-5	14	7
[O-][N+]1=C2CCC/C(=N/O)C2(O)C2CCCCC21N1CCOCC1 (stereo not given)	-8	26	-2	-7	-3	-40
CC(=O)N(c1ccc(NC(=O)c2ccc(N3C(=O)c4ccccc4C3=O)cc2[N+](=O)[O-])cc1)c1cc[n+](C)cc1	-14	9	-1	-5	4	2
CC(=O)c1cccc(NC(=O)C(=O)C(C(=O)NN)c2ccccc2)c1 (stereo not given)	11	4	-5	23	16	11
CC(C)N=C(NC#N)NS(=O)(=O)c1cnccc1Nc1ccc(Cl)cc1	-11	-2	-13	-18	25	19
O=C1c2ccccc2C(=O)N1CNc1ccc(Cl)cn1	-19	/	/	/	-25	-44
CCC(=O)c1c(O)cc(O)cc1O	-14	-23	14	2	-25	-16
CCSC1(SCC)C2(CCCCC2)C(=O)C12CCCCC2	-6	-12	9	13	78*	17
CC(=O)OC1CC2CC1C1C=CCC21 (stereo not given)	10	11	20	6	1	4
C#CCOC(=O)/C=C/C(=O)OCC#C	24	15	19	0	5	1
O=NNc1ccnc(-c2cc(NN=O)ccn2)c1	22	-1	6	-12	34	16
O=[N+]([O-])c1ccc(-c2ccccc2CO)cc1	-10	-33	-26	-7	-27	-10
CCOC(=O)C(Br)c1nc2ccccc2[nH]c1=O (stereo not given)	68	29	49	82*	92*	74*
CN(C)CCn1c2c3ccccc3ccc2c2oc(=O)c3ccccc3c21	86*	84*	89*	87*	83*	88*
CC(=O)OCCSc1ccc(Cl)cc1	-2	-33	7	-23	-8	10
CCCNC(=O)/C=C\S(=O)CCC (stereo not given)	-1	-16	1	17	-3	3
COC(=O)C(c1ccccc1)C1(O)CCN(Cc2ccccc2)CC1 (stereo not given)	-4	9	14	0	-1	15
CC(=O)Nc1ccc(NC2OC(CO)C(O)C2O)cc1 (stereo not given)	-11	-58	-7	18	14	3
NCc1cnccn1	-7	8	-5	1	-2	11
CC1C(O)=C(O)c2ccccc2N1O (stereo not given)	-9	12	-9	-6	-11	-11
C1CCC(CCCOCCCC2CCCCC2)CC1	12	-7	4	15	9	0
COc1ccc(C(C)c2cc3c(cc2OC(C)O)OCO3)cc1 (stereo not given)	19	-32	59	25	51	0
Nc1nc2c(c(=O)[nH]1)C(c1ccc(Cl)cc1)C=C(c1ccccc1)N2 (stereo not given)	6	-2	4	-5	-34	15
COc1cccc(N2CCN(CC(O)COc3ccc(N)cc3)CC2)c1 (stereo not given)	36	31	32	25	44	25
O=c1c2ccccc2[nH]c(=S)n1C1CCCC1	-8	-20	15	39	-2	-7
COc1ccc2[nH]c3c(C)c4ccncc4c(C)c3c2c1	99*	99*	99*	99*	99*	100*
c1ccc(-c2nc3ccccc3[nH]2)cc1	35&6	-4&-50	1&-9	-5&-13	43&-1	5&-6
CSCCOCc1cc(C)no1	-2	-16	-1	12	5	18
Nc1ccc2ccc(S(=O)(=O)O)cc2c1	-18	-23	-31	-9	-18	-20
NC1=NC2=C(CCCC2)C(c2cccs2)S1 (stereo not given)	66	37	76*	62	61	32
CN1C(=O)N(C)C2(CCN(CC(CC3OCCO3)c3ccc(F)cc3)CC2)C1=O (stereo not given)	-16	2	0	-7	-2	8
Cn1c(=O)c2[nH]c(SCc3ccccc3)nc2n(C)c1=O	3	-41	-1	-8	-8	0
COC(=O)[C@]1(C)CCC[C@]2(C)C3=CC(=O)[C@@]4(C(C)C)O[C@H]4[C@]3(O)CC[C@@H]12	13	3	20	4	8	-31
Cc1nc(-n2nc(-c3ccccc3)cc2-c2ccccc2)sc1C(=O)CC(=O)C(=O)Nc1ccc(O)cc1	-12	17	-3	-41	-12	-15
Cc1ncc([N+](=O)[O-])n1CCSC(N)=O	-7	11	-11	17	33	-14
O=C(O)Cc1ccc2ccccc2c1-c1ccccc1	87*	95*	85*	95*	90*	92*
COC(=O)CSSCC(NC(=O)OCc1ccccc1)C(=O)O (stereo not given)	-8	-30	2	-18	2	-3

Seven entries already listed, arranged by length of the SMILES, descending:
SMILES	rad50	cln2 rad14	sgs1 mgt1	bub3	yeast mlh1 rad18	mec2-1
Cc1nc(-n2nc(-c3ccccc3)cc2-c2ccccc2)sc1C(=O)CC(=O)C(=O)Nc1ccc(O)cc1	-12	17	-3	-41	-12	-15
CN1C(=O)N(C)C2(CCN(CC(CC3OCCO3)c3ccc(F)cc3)CC2)C1=O (stereo not given)	-16	2	0	-7	-2	8
Nc1nc2c(c(=O)[nH]1)C(c1ccc(Cl)cc1)C=C(c1ccccc1)N2 (stereo not given)	6	-2	4	-5	-34	15
Cc1ncc([N+](=O)[O-])n1CCSC(N)=O	-7	11	-11	17	33	-14
O=c1c2ccccc2[nH]c(=S)n1C1CCCC1	-8	-20	15	39	-2	-7
NC1=NC2=C(CCCC2)C(c2cccs2)S1 (stereo not given)	66	37	76*	62	61	32
c1ccc(-c2nc3ccccc3[nH]2)cc1	35&6	-4&-50	1&-9	-5&-13	43&-1	5&-6

Going on with the list:
SMILES	rad50	cln2 rad14	sgs1 mgt1	bub3	yeast mlh1 rad18	mec2-1
C[N+]1(C)C/C(=C/c2ccc(F)cc2)C(=O)/C(=C\c2ccc(F)cc2)C1	59	28	26	36	21	43
CCOC(=O)/C(C#N)=C/c1ccccc1[N+](=O)[O-]	0	-1	-33	-18	-4	-17
CC(=O)Nc1nc(Cl)c2ncn(C3OC(COC(=O)c4ccccc4)CC3OC(=O)c3ccccc3)c2n1 (stereo not given)	10	3	-9	11	4	3
CN(C)COC(=S)SCCC#N	31	15	1	7	19	-4
CC(C)CN1CC(=O)N2CCCN2C(=O)C1	-4	-49	10	-3	1	-7
S=C(N/N=C(/c1ccccc1)c1ccccn1)Nc1cccc(Cl)c1	2	18	42	20	26	3
OCC1CCNCC1	22	-1	0	-3	32	12
C=C(CC(O)(C(F)(F)F)C(F)(F)F)CC(O)(C(F)(F)F)C(F)(F)F	65	66	64	95*	95*	94*
CCc1c[n+]([O-])c(C)cc1[N+](=O)[O-]	74*	88*	87*	-29	66	15
COc1ccc2c(c1)C(O)C(NCc1ccccc1)C2 (stereo not given)	-14	-10	0	8	-9	-8
CC(=O)c1c(O)cc(C)[nH]c1=O	3	-8	5	-2	7	-4
Cc1ccc(SCc2cn(C3OC(CO)C(O)C3O)c(=O)[nH]c2=O)cc1 (stereo not given)	25	23	13	-1	12	20
OCC1OC(n2cnc3c(SCc4ccccc4)ncnc32)C(O)C1O (stereo not given)	23	-19	-32	9	7	-2
CCN(CC)N1C(=O)[N+](CC)(CC)N=C1[O-]	-9	-31	-12	-5	2	4
N#C/C(=C(\c1ccccc1)c1ccccn1)c1ccccc1	-12	-19	12	56	-7	4

Fetched by structure from the list above (2):
SMILES	rad50	cln2 rad14	sgs1 mgt1	bub3	yeast mlh1 rad18	mec2-1
CCc1c[n+]([O-])c(C)cc1[N+](=O)[O-]	74*	88*	87*	-29	66	15
CN(C)CCn1c2c3ccccc3ccc2c2oc(=O)c3ccccc3c21	86*	84*	89*	87*	83*	88*

Continuation.
SMILES	rad50	cln2 rad14	sgs1 mgt1	bub3	yeast mlh1 rad18	mec2-1
CC1=C(C2=C(C)C(=O)C(=O)c3cc(C)ccc32)c2ccc(C)cc2C(=O)C1=O	87*	90*	92*	91*	91*	91*
C=CCNC(=O)NC(=O)Cc1ccccc1	30	17	20	6	24	9
OCC(O)COCCCCCCCCCCCC1C=CCC1 (stereo not given)	-35	12	-2	-48	-32	-66
CC1CC(=O)N(N(C)C)C(C#N)(C#N)C1(C#N)C#N (stereo not given)	24	18	11	1	80*	31
COc1ccc(C(=O)C[n+]2ccnc3ccccc32)cc1	25	-19	32	14	21	-2
COC(=O)C(C(=O)C(=O)NC1Nc2ccc(C)cc2S1)c1nc2ccc(Cl)cc2[nH]c1=O (stereo not given)	18	21	12	13	29	-12
Clc1nc(Cl)nc(N2CCCc3ccccc32)n1	69	75*	86*	79*	74*	71*
O=C(c1cccs1)C1CC1	-5	5	10	1	8	6
COc1ccc(CN2CCCN(Cc3ccc(OC)cc3OC)C2c2cc(Br)ccc2O)c(OC)c1	99*	57	99*	28	99*	95*
CCOC(=O)C1OC1(C)c1ccc(Cl)cc1 (stereo not given)	6	5	-1	-6	1	4
FC(F)(F)c1cccnc1Sc1nc2ccccc2s1	11	19	36	40	31	2
NC1=NS(=O)(=O)Nc2nc(-c3ccc([N+](=O)[O-])cc3)[nH]c21	-43	-22	-53	-38	-45	-46
O=c1[nH]cnc2c1ncn2CCc1ccccc1	-12	49	-4	5	-20	-2
C[N+]1(CCC(/C=C/c2ccc([N+](=O)[O-])cc2)=N\O)CCOCC1	17	-7	15	1	47	-1
CCc1cccc(C)c1NC(=O)C(=O)CC(=O)c1ccc(Cl)cc1Cl	27	-35	8	2	27	15
COc1ccccc1/C=C/C(=O)c1sc(-c2cccnc2)nc1C	38	18	5	24	34	18
CCCCCCCCCCCCCC(=O)OCC(O)CO (stereo not given)	-2	75*	0	8	9	6
Nc1ccc(C(=O)N/C(=C\c2ccc3c(c2)OCO3)c2nc3ccccc3s2)cc1	97*	96*	98*	97*	98*	99*
CCOCc1ccc(/C=C(\C#N)P(=O)(OCC)OCC)o1	1	-20	-32	-42	-13	-6
CCCNC(=O)OCc1cnc2ccc(OC)cc2c1COC(=O)NCCC	24	-9	-2	4	13	-17
O=[N+]([O-])c1cccc(/C=N\O)c1	-18	-7	-10	-1	-8	-8
Nc1ccc(/C=C/c2ccccc2)cc1	88*	83*	82*	96*	94*	80*
CC1SC2(C(=O)Nc3ccc(Cl)cc32)N(c2ccc(Cl)cc2)C1=O (stereo not given)	100*	99*	100*	100*	100*	100*
CCCCCCCCCCOc1ccc(OCCCCCCCCC)cc1	16	-45	13	-2	-12	-16
C/C(=N\OCC(O)CNC(C)C)c1ccc2c(c1)NC(=O)CS2 (stereo not given)	-17	5	-11	-8	10	-28
CC(=O)c1cc(C)c(C)cc1C	-14	-12	-2	2	-12	8
COC(=O)/C=C(\C)Nc1ccc(NC(C)=O)cc1	8	-24	-17	14	9	2
N#CN(CS(=O)(=O)O)C(=N)N	18	-12	2	18	14	5
CCN(CC)CC1(CC)COC(c2ccccc2)(c2ccccc2)OC1	-3	-26	-19	-14	-35	-21
CO[C@H]1C[C@](C)(O)Cc2cc3c(c(O)c21)C(=O)c1c(O)cc2c(c1C3=O)O[C@@H]1O[C@@]2(C)[C@H](O)[C@@H](N(C)C)[C@@H]1O	21	22	14	-11	73*	-11

An excerpt of these results, in CSV form.
Compound,rad50,cln2 rad14,sgs1 mgt1,bub3,yeast mlh1 rad18,mec2-1
Clc1nc(Cl)nc(N2CCCc3ccccc32)n1,69,75*,86*,79*,74*,71*
O=C(c1cccs1)C1CC1,-5,5,10,1,8,6
COc1ccc(CN2CCCN(Cc3ccc(OC)cc3OC)C2c2cc(Br)ccc2O)c(OC)c1,99*,57,99*,28,99*,95*

Other compounds follow.
SMILES	rad50	cln2 rad14	sgs1 mgt1	bub3	yeast mlh1 rad18	mec2-1
CN(C)CC(C)(CN(C)C)C(=O)/C=C/c1ccc(Cl)c(Cl)c1	100*	99*	100*	100*	100*	100*
CCN(CC)CC#CCOc1ccc(/C=C/c2ccccn2)cc1	0	-14	7	6	-21	-13
O=C(C=c1sc(=CC(=O)c2ccccc2)s1)c1ccccc1	-4	-41	15	2	-36	-4
CNc1ccc([N+](=O)[O-])c2c(NCCCN(C)C)ccnc12	26	4	7	12	46	6
C=C1c2nc3ccccc3n2C=C(c2ccc(Cl)cc2)N1c1ccc(OC)cc1	-4	11	20	8	40	23
O=C(c1ccccc1)C(c1ccccc1)(c1ccccc1)c1ccccc1	-4	-30	-17	-10	24	6
CC1CCCCC12COC(O)CO2 (stereo not given)	-22	-12	-19	-24	-32	-23
COC(=O)C/C(=N\NC(=O)c1ccccc1)C(=O)OC	-1	-4	21	16	31	41
CN1CCc2c1cc(-c1ccco1)c1c2N(C)CC1	15	-58	13	24	17	13
Nc1ccc(CCl)cc1Cc1c(O)ccc2ccccc12	51	29	70*	55	67	37
N#CCCCSC(=N)N	12	11	-1	2	3	3

Rows were taken by chance, and some 14% of all compounds hit somewhere here.
